# Screening data from PubChem.
# MrgX1 antag: antagonists of human MrgX1 receptor | AID 588676 | hit rate 1.3% among 310,000 | MRGX1-HEK293 calcium flux, Fluo-4, BAM8-22 antagonism; stronger effect = lower value | B-score at 10 µM | Q96LB2;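 active means calcium-response B-score plate-corrected more than 3 library SD below zero, starting fluorescence within 5 deviations, no agonist response on first addition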;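 further: peak minus trough fluorescence over baseline after final BAM8-22 challenge near maximal dose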
# TMEM16A act: activators or potentiators of mouse TMEM16A chloride channel; B-score at 10 µM; AID 623877; hit rate 0.3% among 340,000; HEK293 TMEM16A/YFP-H148Q/I152L, iodide quench fluorescence; stronger effect = lower value;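 active means fluorescence-ratio B-score plate-corrected deviation score at least 3 library SD below zero, with starting fluorescence score within 5 deviations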;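 further: channel opened by trigger with iodide after compound preincubation; score built on the fluorescence ratio of max minus min over baseline; more negative score means more quench and so TMEM16A activation or potentiation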
# MrgX1 PAM: allosterically activates human MrgX1 receptor signaling; MrgX1-HEK293, Fluo-4 calcium flux, FDSS; stronger effect = higher value; B-score at 10 µM; hit rate 0.63% among 310,000;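 active means plate-corrected calcium response at least 3 library SD above typical, normal starting fluorescence, not activating the receptor alone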;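 further: compound read alongside a low EC10 to EC30 dose of BAM8-22 agonist; peak minus trough fluorescence over baseline measured at the second addition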
# TMEM16A inh: inhibitors of mouse TMEM16A calcium-activated chloride channel; HEK293 TMEM16A/YFP iodide influx fluorescence, ionomycin; normalized B-score (activity score, 25-100; higher = stronger inhibition) at 10 µM; hit rate 1.2% among 310,000; AID 588511;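 active means ratio plate-corrected score three or more library SD toward inhibition, starting fluorescence score within five deviations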;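 further: score derived from kinetic fluorescence span divided by baseline fluorescence per well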
# TRPC4 potent: allosteric potentiators of mouse TRPC4 channel. Q9QUQ5. HEK293 TRPC4beta/mu-opioid, DAMGO EC20, Fluo-4 Ca2+ flux; stronger effect = higher value. B-score at 10 µM. hit rate 0.42% among 310,000. AID 2227;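 active means B-score of calcium response area above 5 SD of library B-scores, with initial fluorescence ratio within 5 SD of library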;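 further: B-score of integrated fluorescence ratio over time as area under calcium response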
# Target sequence (Q9QUQ5 whole entry, looked up): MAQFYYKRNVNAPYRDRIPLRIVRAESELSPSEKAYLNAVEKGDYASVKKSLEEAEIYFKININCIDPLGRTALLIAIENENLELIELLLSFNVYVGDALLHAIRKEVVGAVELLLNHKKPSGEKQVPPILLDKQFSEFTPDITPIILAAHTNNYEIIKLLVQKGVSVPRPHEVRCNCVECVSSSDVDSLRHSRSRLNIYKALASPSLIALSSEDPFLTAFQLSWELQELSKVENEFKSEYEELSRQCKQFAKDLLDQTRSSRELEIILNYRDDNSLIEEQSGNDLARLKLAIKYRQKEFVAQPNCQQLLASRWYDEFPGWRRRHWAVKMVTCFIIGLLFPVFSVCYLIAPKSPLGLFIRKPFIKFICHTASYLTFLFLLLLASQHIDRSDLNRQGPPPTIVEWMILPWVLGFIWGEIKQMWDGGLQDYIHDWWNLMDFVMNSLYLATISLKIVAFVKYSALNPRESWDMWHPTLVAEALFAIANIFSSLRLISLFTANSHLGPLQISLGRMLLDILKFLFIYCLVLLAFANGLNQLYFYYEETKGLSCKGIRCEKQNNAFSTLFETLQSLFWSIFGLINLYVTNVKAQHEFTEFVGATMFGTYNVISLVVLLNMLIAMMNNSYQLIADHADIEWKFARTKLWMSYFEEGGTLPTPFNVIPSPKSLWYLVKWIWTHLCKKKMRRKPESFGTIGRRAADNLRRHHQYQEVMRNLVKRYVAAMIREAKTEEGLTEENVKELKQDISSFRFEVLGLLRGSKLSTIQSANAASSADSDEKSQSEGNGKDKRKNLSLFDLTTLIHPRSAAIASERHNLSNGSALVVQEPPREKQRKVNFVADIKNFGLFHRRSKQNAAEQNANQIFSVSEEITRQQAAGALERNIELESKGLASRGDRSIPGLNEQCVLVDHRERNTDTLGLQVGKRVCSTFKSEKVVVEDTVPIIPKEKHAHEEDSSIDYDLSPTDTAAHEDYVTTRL
# TRPC6 act: activators of mouse TRPC6 channel | Q61143 | HEK293-TRPC6 membrane potential dye fluorescence; stronger effect = higher value | B-score at 10 µM | hit rate 0.13% among 310,000;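 active means B-score of the integrated fluorescence ratio above library mean plus 3 SD, and starting fluorescence ratio within library mean plus 5 SD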;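 further: higher score means more depolarization so channel activation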
# TRPC6 inh: inhibitors of mouse TRPC6 channel. Q61143. HEK293-TRPC6, membrane potential dye, ACh-evoked depolarization; stronger effect = lower value. B-score at 10 µM. hit rate 1.1% among 310,000. AID 2553;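 active means B-score under library mean minus 3 SD, initial fluorescence not abnormally high, positive integrated signal ratio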;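 further: B-score derived from integrated fluorescence ratio over the kinetic read; more negative B-score means stronger inhibition of depolarization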
# TRPC4 act: TRPC4 (mouse) channel activation. Q9QUQ5. HEK293 TRPC4beta/mu-opioid, Fluo4 calcium fluorescence; stronger effect = higher value. hit rate 0.49% among 310,000. B-score at 10 µM;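 active means B-score above 5 SD of library B-scores, and initial fluorescence ratio not above library mean plus 5 SD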;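 further: positive B-score marks a calcium rise read as TRPC4 activation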
#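 System: HEK293 cells stably co-expressing mouse TRPC4beta and mu-opioid receptor; Schedule: Fluo4 dye loading 45 min at room temperature, 110 s recording; Detection: Fluo4 fluorescence, kinetic; Evaluation: B-scored integrated calcium fluorescence ratio; Controls: buffer (low) and maximal DAMGO (high).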
# MrgX1 agonist: agonists of human MrgX1 receptor | B-score at 10 µM | hit rate 0.44% among 310,000 | AID 588627 | Q96LB2 | MrgX1-HEK293 cells, Fluo-4 calcium fluorescence, agonist mode; stronger effect = higher value;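 active means calcium response B-score plate-corrected fluorescence ratio at least 3 library SD, with starting fluorescence B-score inside 5 SD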
#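 Material: MrgX1-expressing HEK293 cells; input: 15,000 cells per well; doses: test compound given as first of three sequential additions; schedule: overnight plating before 1 h dye loading; technique: Fluo-4 NW calcium-flux fluorescence, kinetic read; evaluation: baseline-normalised fluorescence change ratio, B-scored; control set: plate-wise positive and negative controls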
# SKKanGAS inh: blocks kanamycin growth of S. pyogenes SKKanGAS strain; inhibition, % at 7.5 µM; AID 1662; BacTiter-Glo, 6 h; hit rate 1.3% among 300,000;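 active means mean replicate score, as percent of positive control median, at least 50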;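 further: strain carries kanamycin resistance gene driven by streptokinase promoter and grows in 40 µg/ml kanamycin; loss of luminescence reflects streptokinase promoter inhibition or plain growth inhibition; 0% = median of DMSO wells and 100% = positive control at its reference dose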
# TRPC4 block: TRPC4 (mouse) channel inhibition | Q9QUQ5 | HEK293 TRPC4beta/mu-opioid, DAMGO-evoked Fluo4 calcium flux; stronger effect = lower value | B-score at 10 µM | hit rate 0.39% among 300,000 | AID 2247;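 active means B-score over 3 SD under the library average, no early fluorescence shift, positive overall ratio signal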
#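 Assay system – HEK293 line stably carrying TRPC4beta and mu-opioid receptor · Doses – single dose · Detection – Fluo4 calcium-dye fluorescence, kinetic read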
# Starred values were filed as active, the others as inactive; i = inactive; / = no result given; & = joins results of further samples; ! = repeats disagree.
SMILES,MrgX1 antag,TMEM16A act,MrgX1 PAM,TMEM16A inh,TRPC4 potent,TRPC6 act,TRPC6 inh,TRPC4 act,MrgX1 agonist,SKKanGAS inh,TRPC4 block
CCOc1ccccc1NC(=O)NCc1ccccc1F,i,i,i,i,i,i,i,i,i,3,i
Cn1c(=O)oc2cc(S(=O)(=O)N3CCC4(CC3)OCCO4)ccc21,i,i,i,i,i,i,i,i,i,-6,i
COC(=O)C1=CO[C@@H](OC2OC(CO)C(O)C(O)C2O)[C@@H]2C(CO)=CC[C@H]12 (stereo partly specified),i,i,i,i,i,i,i,i,i,-1,i
O=C(Cn1c(=O)oc2cc(S(=O)(=O)N3CCCC3)ccc21)N1CCCC1,i,i,i,i,i,i,i,i,i,-4,i
CCC(Sc1nc2n[nH]c(C)c2c(=N)n1-c1cccc(Cl)c1C)C(=O)N(CC)CC (stereo unspecified),i,i,i,i,i,i,i,i,i,6,i
CCOC(=O)c1c(NC(=O)c2nn(C)cc2[N+](=O)[O-])sc(C)c1C,i,i,i,i,i,i,i,i,i,-7,i
CCN1CCC[C@H]1CNC(=O)c1c(O)c(Cl)cc(Cl)c1OC,i,i,i,i,i,i,-7.4*!,i,i,0&2,i
COc1ccccc1-n1nc(C(=O)Nc2ccc3c(c2)OCO3)c2ccccc2c1=O,i,i,i,i,i,i,i,i,i,3,i
CCc1ccc(N/C(=N/c2nc(C)cc(C)n2)NC(C)=O)cc1,i,i,i,i,i,i,i,i,i,23,i
O=C(COC(=O)C1=COCCO1)Nc1ccccc1Oc1ccccc1,i,i,i,i,i,i,i,i,i,-1,i
CCCc1cc(=O)oc2cc(OCC(=O)N3C[C@H]4C[C@@H](C3)c3cccc(=O)n3C4)c(Cl)cc12,i,i,i,i,i,i,i,i,i,8,i
CCOC(=O)C1CCN(C(=O)C(C)Sc2ccc(Cl)cc2)CC1 (stereo unspecified),i,i,i,i,i,i,i,i,i,-1,i
O=C(COc1ncnc2cc([N+](=O)[O-])ccc12)NCCc1ccc(Cl)cc1,i,i,i,i,i,i,i,i,i,2,i
CCCCOc1ccc(C(C)NC(=O)CCS(=O)(=O)Cc2ccccc2F)cc1 (stereo unspecified),i,i,i,i,i,i,i,i,i,-2,i
O=C(CCc1nc(-c2ccccc2)c(-c2ccccc2)o1)OCc1ccc(Br)cc1,i,i,20*,i,i,i,i,i,i,0,i
CC(CCc1ccccc1)NC(=O)c1ccco1 (stereo unspecified),i,i,i,i,i,i,i,i,i,1,i
COC(=O)c1scc(C)c1NC(=O)Nc1ccccc1,i,i,i,25*,i,i,i,i,i,1,i
CC(C)C1Nc2ccc(S(N)(=O)=O)cc2C2C=CCC21 (stereo unspecified),i,i,i,i,i,i,i,i,i,4,i
O=C(O)CCC(=O)Nc1ccc2c(c1)Cc1cc(NC(=O)CCC(=O)O)ccc1-2,i,i,i,i,i,i,i,i,i,4,i
CCn1c(=O)c(C(=O)NCc2ccc(OC)cc2)c(O)c2ccccc21,i,i,i,i,i,i,i,i,i,-8,i
CCOc1cccc(C=Nc2cc(C)cc(C)c2O)c1O,i,i,i,i,i,i,i,i,i,0,i
O=C(COC(=O)c1ccccc1NCCO)NCc1cccs1,i,i,i,i,i,i,i,i,i,-7,i
COC(=O)CCC(=O)OC1(C)C(=O)C2=CN(CCCOC(C)C)C(c3ccc(OC)cc3)=CC2=C(Br)C1=O (stereo unspecified),i,i,i,i,i,i,i,i,i,11,i
CCOc1ccccc1N1CC(C(=O)N(CC)CC(=O)Nc2ccc3c(c2)OCCO3)CC1=O (stereo unspecified),i,i,i,i,i,i,i,i,i,3,i
OCC1CCCCN1C(=S)Nc1cccc(Cl)c1 (stereo unspecified),i,i,i,i,i,i,i,i,i,-2,i
Cc1ccnc(OC(C(=O)O)C(OCc2ccccc2)(c2ccccc2)c2ccc(C(F)(F)F)cc2)n1 (stereo unspecified),i,i,i,i,i,i,i,i,i,19,i
CCOC(=O)N1CCN(C(=O)CN(C2CCCCC2)S(C)(=O)=O)CC1,i,i,i,i,i,i,i,i,i,0,i
Cc1ccc(Nc2nc3nonc3nc2N(C)C)cc1,i,i,i,i,i,i,i,i,i,5,i
CC(C)(C)C(=O)NC1CCN(C(=O)N2CCCC2)CC1,i,i,i,i,i,i,i,i,i,-2,i
O=C(Nn1c(=O)[nH]c2ccccc2c1=O)c1ccco1,i,i,i,i,i,i,i,i,i,-1,i
N#Cc1cccc(NC(=O)c2cncn2-c2ccccc2)c1,i,i,i,i,i,i,i,i,i,-2,i
CCOC(=O)c1c(C)[nH]c(C(=O)OCC(=O)c2ccc3c(c2)NC(=O)CO3)c1C,i,i,i,i,i,i,i,i,i,-7,i
COCC1CCN(C(=O)CCc2nnc(C3(c4ccc(Cl)cc4)CCC3)o2)C1 (stereo unspecified),i,i,i,i,i,i,i,i,i,50*,i
O=C(CN1C(=O)/C(=C\c2ccco2)SC1=S)Nc1ccc(O)cc1C(=O)O,i,i,i,i,i,i,i,i,i,2,i
COC(=O)c1cc2c(s1)CS(=O)C2 (stereo unspecified),i,i,i,i,i,i,i,i,i,1,i
CN(C)S(=O)(=O)c1ccc(C(=O)N2CC(=O)Nc3ccc(F)cc3C2c2ccc(F)cc2)cc1 (stereo unspecified),i,/,i,i,i,i,i,i,i,-6,i
S=C1NC[C@H](c2ccccc2)N1CC1CCCCC1,i,i,i,i,i,i,i,i,i,6,i
CCOc1ccc(C2c3[nH]c4ccccc4c3CCN2C(=O)Cn2cncn2)cc1 (stereo unspecified),i,i,i,i,i,i,i,i,i,-5,i
Cc1cc(N2CCN(C(c3ccccc3)c3ccc(Cl)cc3)CC2)n2ncnc2n1 (stereo unspecified),i,i,i,i,i,i,i,i,i,9,i
CC(C)CC(=O)Nc1ccccc1-c1nnn(CC(=O)N2CCc3ccccc3C2)n1,i,i,i,i,i,i,i,i,i,-14,i
CN(C)CCNc1oc(COc2ccc(Cl)cc2)nc1C#N,i,i,i,i,i,i,i,i,i,-2,i
COc1ccc2c(c1)c(CC(=O)OCC(N)=O)c(C)n2C(=O)c1ccc(Cl)cc1,i,i,i,i,i,i,i,i,i,1,i
Cc1csc(NC(=O)c2ccco2)c1C(=O)c1ccccc1,i,i,i,i,i,i,i,i,i,32,i
Cc1cccc(-n2c(Cn3nc(C)c([N+](=O)[O-])c3C)n[nH]c2=S)c1,i,i,i,i,i,i,i,i,i,3,i
Cc1cc(NC(=O)Cn2c(C)nc3ccccc3c2=O)ccc1Br,i,i,i,i,i,i,i,i,i,-6,i
CCOC(=O)c1cn(CC2CC2)c2cc(F)c(F)cc2c1=O,i,i,i,i,i,i,-5.4*,i,i,-6,i
O=C(CC(CC(=O)c1ccccc1)C(=O)O)c1ccccc1,i,i,i,i,i,i,i,i,i,-1,i
O=C(CCn1nc(-c2ccc(Cl)cc2)ccc1=O)N1CCN(c2ccc(F)cc2)CC1,i,i,i,i,i,i,i,i,i,-7,i
CCOc1cc(Cl)c(S(=O)(=O)NCCCN2CCOCC2)cc1Cl,i,i,i,i,i,i,i,i,i,3,i
CCc1ccc(CN(C)C(=O)c2cc(COc3ccc(-n4cncn4)cc3)on2)cc1,i,i,i,i,i,i,i,i,i,4,i
COc1ccc(/C=C/C(=O)OCC(=O)c2ccc3c(c2)NC(=O)CO3)c(OC)c1,i,i,i,i,i,i,i,i,i,-9,i
O=C1Cc2cc(S(=O)(=O)N3CCN(c4cccc(Cl)c4)CC3)ccc2N1,i,i,i,i,i,i,i,i,i,-5,i
Cc1cc(C)c[n+](-c2nc3ccccc3nc2C(=C=[N-])C#N)c1,i,i,i,i,i,i,i,i,i,-13&4,i
O=c1ccc(Oc2nc(N3CCOCC3)nc(N3CCOCC3)n2)n[nH]1,i,i,i,i,i,i,i,i,i,0,i
CC(C)N1CCN(Cc2ccc(OCc3ccccc3)cc2)CC1CCO (stereo unspecified),i,i,i,i,i,i,i,i,i,-18,i
OC(c1cc(C(F)(F)F)nc2c(C(F)(F)F)cccc12)C1CCCCN1 (stereo unspecified),i,i,i,i,/,/,/,/,i,/,/
O=C(OCc1nnc(-c2ccccc2)o1)c1ccc2c(c1)C(=O)N(CCc1ccccc1)C2=O,i,i,i,i,i,i,i,i,i,7,i
CC(/C=N\NC(=O)CN1CCN(Cc2ccccc2)CC1)=C\c1ccco1,i,i,i,i,i,i,i,i,i,-5,i
O=C(Oc1ccc([N+](=O)[O-])cc1)c1cccnc1,i,i,i,i,i,i,i,i,i,-3,i
Cc1cccc(NC(=S)N2N=CCC2c2ccccc2)c1 (stereo unspecified),i,i,i,i,i,i,i,i,i,5,i
# Further records follow:
SMILES,MrgX1 antag,TMEM16A act,MrgX1 PAM,TMEM16A inh,TRPC4 potent,TRPC6 act,TRPC6 inh,TRPC4 act,MrgX1 agonist,SKKanGAS inh,TRPC4 block
O=C(NCc1cccnc1)c1ccc(=O)oc1,i,i,i,i,i,i,i,i,i,25,i
COc1ccccc1/C=C/C=N/NC(=O)CN1CCN(S(=O)(=O)c2ccc(C)cc2)CC1,i,i,i,i,i,i,i,i,i,2,i
COC(=O)c1cccc2nc3c(C(C)O)cccc3nc12 (stereo unspecified),i,i,i,i,i,i,i,i,i,-6,i
CCCCSc1nc(C)nc2c1c(=O)n(C)c(=O)n2C,i,i,i,i,i,i,i,i,i,-6,i
COCC1CCCN(C(=O)c2ccc3oc(Cc4ccc(Cl)cc4)nc3c2)C1 (stereo unspecified),i,i,i,i,i,i,i,i,i,-2,i
Cc1ccc(CNc2oc(C)nc2C#N)cc1,i,i,i,i,i,i,i,i,i,0,i
Cc1cc2c(OCC(O)CN3CCCCC3)cccc2[nH]1 (stereo unspecified),i,i,i,i,i,i,i,i,i,-3,i

# Whole records as entered above. Order of values: MrgX1 antag, TMEM16A act, MrgX1 PAM, TMEM16A inh, TRPC4 potent, TRPC6 act, TRPC6 inh, TRPC4 act, MrgX1 agonist, SKKanGAS inh, TRPC4 block
# Record of COCC1CCCN(C(=O)c2ccc3oc(Cc4ccc(Cl)cc4)nc3c2)C1 (stereo unspecified) → i, i, i, i, i, i, i, i, i, -2, i
# Record of COC(=O)c1cccc2nc3c(C(C)O)cccc3nc12 (stereo unspecified) → i, i, i, i, i, i, i, i, i, -6, i
